RGS4 pot = potentiators or activators of RGS4; HEK293 M3R/inducible RGS4, carbachol calcium flux Fluo4; hits give low values; hit rate 0.92% among 310,000; AID 463111; B-score at 10 µM;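 active means B-score of the integrated calcium signal more than 4 SD below the library mean, with starting fluorescence not abnormally high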;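 further: negative B-score means reduced calcium response which marks RGS4 activation or potentiation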
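Reagent: ECmax carbachol challenge; Test system: M3R-expressing HEK293 line, RGS4 induced by doxycycline; Schedule: overnight RGS4 induction, 30 min dye load 37 °C, 20 min compound RT; Detection: calcium dye Fluo4 fluorescence; Read-out: Agonist-evoked peak-minus-minimum fluorescence over baseline, integrated ratio, B score.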
KCNQ1 act = human KCNQ1 channel potentiation or activation; B-score at 10 µM; P51787; hit rate 0.35% among 310,000; CHO-K1 KCNQ1, thallium flux FluxOR fluorescence; hits give high values; AID 2648;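 active means fluorescence ratio B-score, a plate-corrected score, at least three library SD, with initial intensity B-score within 5 SD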
Target sequence (P51787 whole entry, looked up): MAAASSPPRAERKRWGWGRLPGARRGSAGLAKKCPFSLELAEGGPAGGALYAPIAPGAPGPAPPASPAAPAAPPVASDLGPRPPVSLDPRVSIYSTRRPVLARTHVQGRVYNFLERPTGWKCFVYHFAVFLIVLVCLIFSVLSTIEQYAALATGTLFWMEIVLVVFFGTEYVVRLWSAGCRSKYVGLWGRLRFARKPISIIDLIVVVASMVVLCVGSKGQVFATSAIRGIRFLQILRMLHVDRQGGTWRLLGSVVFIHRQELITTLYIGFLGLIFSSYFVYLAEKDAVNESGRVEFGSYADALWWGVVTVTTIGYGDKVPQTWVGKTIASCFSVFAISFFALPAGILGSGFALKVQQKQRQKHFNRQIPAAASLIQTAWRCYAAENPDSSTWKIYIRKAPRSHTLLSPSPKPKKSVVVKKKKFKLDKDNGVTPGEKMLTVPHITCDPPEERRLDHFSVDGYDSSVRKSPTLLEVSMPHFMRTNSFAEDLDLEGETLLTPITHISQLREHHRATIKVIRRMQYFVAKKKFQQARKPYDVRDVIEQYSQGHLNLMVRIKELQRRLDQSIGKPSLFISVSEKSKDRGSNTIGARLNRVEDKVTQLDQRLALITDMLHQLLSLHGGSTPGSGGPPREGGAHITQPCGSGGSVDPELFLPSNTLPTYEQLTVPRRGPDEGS
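Medium – assay buffer, equal DMSO in all wells · Material – CHO-K1 cell line with stable KCNQ1 potassium channel expression · Signal – kinetic FluxOR thallium fluorescence, 10-s 1-Hz baseline, 110-s post-stimulus read · Compound – single concentration per compound, DMSO matched to controls · Schedule – 37 °C overnight plating, 90-min dark dye load, 20-min compound pretreatment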
hERG rescue = shields human hERG channel from block by proarrhythmic agents | CHO-hERG, FluxOR thallium flux, dofetilide IC70 present | activation (rescue from dofetilide block), less the hit threshold, % at 10 µM | hit rate 0.51% among 310,000 | AID 1511;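 active means activation above the mean of controls blocked by dofetilide plus 5 SD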;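 further: thallium influx through hERG after potassium depolarization seen as dye fluorescence rise; in these data hits start at about 4.7%; inactives centre near -7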
GSK3beta inhib = human GSK3beta kinase inhibition; GST-GSK3beta kinase, ADP-Glo luminescence, 60 min; hits give low values; activity score (negative = inhibition), % at 10 µM; hit rate 0.038% among 300,000;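 active means more than half of replicate wells score below -50%, meaning over 50% inhibition versus plate controls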;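 further: 0% = median DMSO wells and -100% = median GW8510 positive control wells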
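test system = GST-tagged human GSK3beta kinase, cell-free | reagent = 25 µM ATP with peptide substrate | dosing = one dose of 10 µM per compound | schedule = 60 min reaction, RT | detection = luminescent ADP-Glo measurement of ADP formed | control set = DMSO neutral wells and GW8510 at 20 µM as positive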
PolyA inh = yeast polyadenylation inhibition | S. cerevisiae SKY197-pL101 polyadenylation reporter, beta-gal luminescence; efflux-impaired pdr1/pdr3 knockout yeast; score 100 = 6 SD above DMSO | hit rate 0.02% among 300,000 | calls only at 12 µM | AID 1875;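 active means lowest replicate activity score at least 50, where 100 means six control SD above control mean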;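 further: yeast exposed to compound for 9 h at 30 °C; higher score means more reporter readthrough which indicates perturbed polyadenylation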
GSK3 alpha inh = inhibitors of human GSK-3 alpha kinase; P49840; ADP-Glo luminescence, 60 min; inhibition, % at 10 µM; hit rate 0.1% among 320,000; AID 2650;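 in the data active means inhibition above about 50%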;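 further: GST-tagged GSK-3 alpha with peptide substrate and 25 µM ATP; 0% = DMSO neutral wells and 100% = GW8510 positive control wells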
KCNK9 inh = human KCNK9 channel inhibition | HEK293 KCNK9, FluxOR thallium flux fluorescence; hits give low values | Q9NPC2 | hit rate 1.2% among 310,000 | AID 488922 | B-score at 10 µM;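 active means ratio B-score over 3 SD below the library mean, with starting fluorescence within 5 SD of its mean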;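 further: negative B-score means less thallium flux so channel inhibition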
RGS4 inh = human RGS4 inhibition | AID 463165 | B-score at 10 µM | P49798 | HEK293 M3R/RGS4 inducible, Fluo-4 calcium flux; hits give high values; triggered by carbachol at its EC20 | hit rate 0.45% among 310,000;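 active means B-score, a plate-corrected calcium signal, over three deviations above library mean, with baseline fluorescence within five deviations of library mean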;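 further: RGS4 expression induced by doxycycline in cells with stable M3 receptor; B-score is computed from the integrated fluorescence ratio over baseline after carbachol; higher B-score means a larger calcium signal and so more RGS4 inhibition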
Target sequence (P49798 whole entry, looked up): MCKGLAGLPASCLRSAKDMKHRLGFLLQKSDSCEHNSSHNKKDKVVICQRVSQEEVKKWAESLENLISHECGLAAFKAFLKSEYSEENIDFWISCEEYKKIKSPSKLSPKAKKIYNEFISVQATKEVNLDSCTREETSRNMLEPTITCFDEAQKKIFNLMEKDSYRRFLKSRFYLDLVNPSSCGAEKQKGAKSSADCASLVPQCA
KCNQ1 block = blocks the human KCNQ1 potassium channel; hit rate 1.3% among 310,000; B-score at 10 µM; CHO-K1 KCNQ1, FluxOR thallium flux fluorescence; hits give high values; P51787;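 active means compounds whose thallium flux B-score, printed positive for inhibition, exceeds three library SD while starting fluorescence stays within three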;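 further: channel opened by potassium depolarization with thallium stimulus after 20 min compound exposure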
KCNK3 inh = human KCNK3 channel inhibition, primary screen | O14649 | CHO-KCNK3 thallium flux, FluxOR fluorescence; hits give low values | hit rate 0.84% among 340,000 | B-score at 10 µM;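 active means B-score under library mean minus 4 SD, starting fluorescence ratio at most library mean plus 5 SD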;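 further: more negative B-score means stronger inhibition of thallium flux through KCNK3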
Dyrk1A ADPGlo = blocks rat Dyrk1A kinase activity; ADP-Glo luminescence, NFATc1 peptide; inhibition, % at 12.5 µM; hit rate 0.43% among 310,000; AID 504441; in the data active means inhibition above about 50%;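 further: plate controls were vehicle with enzyme for no effect and no enzyme for full effect; many of its hits are not listed in these tables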
Active calls of the source: *; i = inactive; x = not tested or not shown. Not all compounds are listed; count on the stated rates, not on these rows.

canonical_smiles | RGS4 pot | KCNQ1 act | hERG rescue | GSK3beta inhib | PolyA inh | GSK3 alpha inh | KCNK9 inh | RGS4 inh | KCNQ1 block | KCNK3 inh | Dyrk1A ADPGlo
COc1cc(-c2c(NC(=O)c3ccco3)oc3c(C)cccc3c2=O)cc(OC)c1OC | i | i | -12.8 | 0.4 | i | -1.7 | i | i | i | i | -1.5
O=C(Nc1nc2ccccc2s1)Nc1ccc(F)cc1F | i | i | -4.9 | 2.5 | x | -4.3 | i | i | i | i | -6.6
COc1ccccc1N1CCN(C(CNS(=O)(=O)c2ccc(C)cc2)c2cccnc2)CC1 (stereo not given) | i | i | -6.5 | 3.7 | i | -0.2 | i | i | i | i | 1.7
COc1cccc(C(C(=O)NC2CCCC2)N(C(=O)CNC(=O)c2ccco2)c2cccnc2)c1 (stereo not given) | i | i | -6.2 | -1.9 | i | -2.3 | i | i | i | i | -2.5
CCSc1nnc(NC(=O)CSc2nc3c(c(=O)n2CCOC)SC(C)C3)s1 (stereo not given) | i | i | -10.9 | -23.4 | i | -0.3 | i | i | i | i | 1.4
COc1cccc(C(=O)NCCn2ccc3ccccc32)c1 | i | i | -14.0 | 1.9 | i | -1.3 | i | i | i | i | 1.0
Clc1ccc(SCCCCn2ccnc2)cc1 | i | i | -12.2 | 0.0 | i | 2.1 | i | i | i | i | -0.2
COc1ccc(S(=O)(=O)Nc2nc(C(F)(F)F)cs2)cc1 | i | i | -3.2 | 3.4 | i | -4.6 | i | i | i | i | -0.6
O=C(NCc1ccc(Cl)cc1)c1nccnc1CO | i | i | -3.0 | -1.0 | i | -0.9 | i | i | i | i | -0.5
CN(c1ccccc1C(=O)Nc1cccc(Br)c1)S(=O)(=O)c1ccccc1 | i | i | -9.8 | 3.0 | i | -2.5 | i | i | i | i | 2.8
Cc1cc(C)c(C#N)c(Sc2ccc(N)cc2)n1 | i | i | -2.3 | 2.2 | i | -1.6 | i | i | i | i | x
O=C(c1ccc(S(=O)(=O)c2ccccc2Cl)c([N+](=O)[O-])c1)N1CCN(Cc2ccccc2)CC1 | i | i | -5.8 | -3.9 | i | -0.5 | i | i | i | i | -2.4
CCCC(C(=O)NC(C)(C)C)N(CCN1CCOCC1)C(=O)CNS(=O)(=O)c1ccccc1 (stereo not given) | i | i | -2.9 | 1.8 | i | 0.7 | i | i | i | i | -6.7
COc1n[nH]c2nncnc12 | i | i | 1.0 | 1.2 | i | 0.3 | i | i | i | i | -4.7
Cc1ccc(Nc2c3c(nc4ncnn24)CCC3)cc1 | i | i | -6.9 | -4.1 | i | 7.1 | i | i | i | i | -33.3
O=C(O)c1ccc(CNC(=O)c2ccc3c(c2)C(=O)N(Cc2cccnc2)C3=O)cc1 | i | i | -11.0 | -0.9 | x | x | i | i | i | i | x
CCCCc1ccc(NC(=O)c2ccc(N(C)S(C)(=O)=O)cc2)cc1 | i | i | -9.4 | -0.1 | i | -2.3 | i | i | i | i | 5.9
c1ccc2c(-c3nnc4n3CCCCC4)cc(-c3ccncc3)nc2c1 | i | i | -6.5 | -0.1 | i | 3.2 | i | i | i | i | -1.5
CN1CCN(C(=O)c2cc(-c3ccccc3)on2)CC1 | i | i | -8.0 | -1.0 | i | -0.1 | i | i | i | i | -0.2
CCCC(=O)c1c(C)c2ccccc2n1C | i | i | -9.8 | 2.2 | i | 0.5 | i | i | i | i | -1.2
COC(=O)CSc1nc2cc(C)cc(C)c2cc1C#N | i | i | -9.7 | 0.2 | i | -0.5 | i | i | i | i | 6.1
Cn1c(=O)c2c(nc(CN3CCN(C(c4ccccc4)c4ccccc4)CC3)n2CCCO)n(C)c1=O | i | i | -3.3 | 0.6 | i | -2.6 | i | i | i | i | -3.3
CC(C)NS(=O)(=O)c1ccc(NC(=O)Cc2cccs2)cc1 | i | i | -2.7 | -1.1 | i | -3.3 | i | i | i | i | 4.7
COc1ccc(CCNC(=O)c2ccc(CN3CCC(Cc4ccccc4)CC3)cc2)cc1OC | i | i | -8.8 | -2.2 | i | -2.5 | i | i | i | i | 0.8
O=C(Nc1cccc(Cl)c1)Nc1cccc(C(=O)O)c1 | i | i | -10.3 | 0.9 | i | 3.8 | i | i | i | i | 32.8
Cc1ccc(-c2ccc(/C=C3/NC(=O)NC3=O)o2)cc1[N+](=O)[O-] | i | i | -4.4 | 0.1 | i | x | i | i | i | i | -1.2
CSCC[C@H](NC(=O)c1cccs1)c1nnc2ccccn12 | i | i | -5.7 | 0.6 | i | -0.9 | i | i | i | i | 5.3
CCN(CC)CCN(CC(=O)N(C1CCCCC1)C1CCCCC1)C(=O)c1cccnc1 | i | i | -3.7 | 2.0 | i | -7.5 | i | i | i | i | 2.0
N#C/C(=C/c1ccc(N2CCOCC2)o1)C(=O)NC1CCCCC1 | i | i | -23.7 | 0.5 | i | 0.1 | i | i | 7* | i | 2.7
NC(=O)Nc1n[nH]c(-c2ccccc2)n1 | i | i | -6.0 | 0.3 | i | 2.4 | i | i | i | i | 7.2
O=c1cc(CSCc2ccc(Cl)cc2)[nH]c(=O)[nH]1 | i | i | -12.4 | 2.7 | i | -1.1 | i | i | i | i | 1.9
COc1ccc(C(=O)n2nc(-c3ccc(Cl)cc3)nc2N)cc1OC | i | i | -4.0 | 3.7 | i | 3.4 | i | i | i | i | -1.6
COc1c(C(=O)Nc2ccc(CN3CCOCC3)cc2)cc2ccccc2c1Br | i | i | -10.4 | 1.2 | i | -0.3 | i | i | i | i | -4.0
CN(/N=C/Cc1nnnn1-c1ccc(Cl)cc1)c1ccccc1 | i | i | -6.2 | 2.8 | i | 0.8 | i | i | i | i | 5.4
Cc1ccc(OCCCCn2ccnc2)c([N+](=O)[O-])c1 | i | i | -8.9 | -0.7 | i | 1.0 | i | i | i | i | 5.0
COc1ccccc1NC(=O)CSc1ncn[nH]1 | i | i | -7.7 | 2.9 | i | 2.5 | i | i | i | i | 4.4
CCCn1nc(C(=O)N2CC(=O)Nc3ccccc32)c2ccccc2c1=O | i | i | -14.1 | -0.3 | i | 0.2 | i | i | i | i | -6.1
Cc1cccc(C2CC(c3ccc(Br)cc3)Nc3nc(N)nn32)c1 (stereo not given) | i | i | -8.7 | -0.8 | i | x | i | i | i | i | -3.3
COc1cccc(N2CC(O)=C(c3nc4ccccc4s3)C2=N)c1 | i | i | -11.8 | 1.8 | i | x | i | i | i | i | 3.9
CCOC(=O)c1sc(N2C(=O)C(O)=C(C(=O)c3ccco3)C2c2cccc(Cl)c2)nc1C (stereo not given) | i | i | -5.3 | 0.3 | i | -0.9 | i | i | i | i | 9.4
COc1cccc(OC)c1C(=O)Nc1cc(C)nn1-c1nc2ccccc2[nH]1 | i | i | -16.1 | 0.0 | i | -0.8 | i | i | i | i | x
C#CCOc1ccc(Br)cc1/C=N/O | i | i | -12.8 | -0.9 | i | 0.5 | i | i | i | i | 12.1
Cc1ccc(S(=O)(=O)N2CCC[C@H]2C(=O)OC(C)C(=O)Nc2ncc(Cl)cc2Cl)cc1 (stereo not given in full) | i | i | -6.7 | 0.1 | i | -0.9 | i | i | i | i | -0.8
CCOC(=O)[C@@H]1CCNC[C@@H]1c1ccccc1 | i | i | -14.5 | -3.0 | i | 0.0 | i | i | i | i | 1.2
COc1ccc(Cc2nnc(SCC(=O)c3ccc4c(c3)NC(=O)CO4)o2)cc1 | i | i | -17.2 | -3.0 | i | -1.8 | i | i | i | i | 8.8
COc1ccc(-c2ccc(SCc3cccnc3)nn2)cc1OC | i | i | -7.7 | 4.9 | i | 0.2 | i | i | i | i | -4.3
NC(=O)CC(NC(=O)c1ccccc1)c1ccc(NC2CCCCCCC2)c([N+](=O)[O-])c1 (stereo not given) | i | i | -3.2 | 3.3 | i | -0.6 | i | i | i | i | -10.0
O=C(Nc1ccc2cn[nH]c2c1)c1ccc(Cl)c(S(=O)(=O)N2CCOCC2)c1 | i | i | -15.4 | 0.2 | i | 2.1 | i | i | i | i | 0.8
COc1ccc(OCC(=O)NC(=O)c2ccccc2OC)c([N+](=O)[O-])c1 | i | i | -17.7 | -3.4 | i | 5.4 | i | i | i | i | 16.7
O=C(NCCN1CCOCC1)c1ccc(NS(=O)(=O)c2cccc([N+](=O)[O-])c2)cc1 | i | i | -6.2 | 3.2 | i | x | i | i | i | i | -1.1

Continued.
canonical_smiles | RGS4 pot | KCNQ1 act | hERG rescue | GSK3beta inhib | PolyA inh | GSK3 alpha inh | KCNK9 inh | RGS4 inh | KCNQ1 block | KCNK3 inh | Dyrk1A ADPGlo
O=C1CC(/C=C/c2ccncc2)=Nc2ccccc2N1 | i | i | -17.5 | 0.0 | i | 25.7 | i | i | i | i | 13.6
COc1ccc(C(c2c(C)[nH]n(-c3ccccc3)c2=O)c2c(C)[nH]n(-c3ccccc3)c2=O)cc1OC | i | i | -6.0 | 4.4 | i | -0.9 | i | i | i | i | 2.8
O=C(CC(NC(=O)OCc1ccccc1)C(=O)O)OCc1ccccc1 (stereo not given) | i | i | -15.2 | 2.1 | i | -2.6 | i | i | i | i | -2.0
COc1ccc(-c2nnn(CC(=O)N(CCCO)C(C(=O)NC3CCCC3)c3ccncc3)n2)cc1 (stereo not given) | i | i | 1.7 | 3.3 | i | -4.4 | i | i | i | i | x
CCn1c(CNc2ccccc2Cl)nnc1SCC(=O)NCc1ccccc1 | i | i | -1.7 | -4.0 | i | -1.4 | i | i | i | i | -5.5
CNC(=S)N(Cc1ccc(OC)cc1)Cc1cc2cccc(C)c2[nH]c1=O | i | i | -8.3 | 2.1 | i | 2.8 | i | i | i | i | 1.3
CC(=O)Oc1ccc(N(c2ccccc2)S(=O)(=O)c2ccc(C)cc2)cc1 | i | i | -11.8 | -8.1 | i | 0.2 | i | i | i | i | -4.7
COC(=O)Cc1ccc(NC(=S)N2CCN(c3ccc(F)cc3)CC2)cc1 | i | i | -6.6 | -0.1 | i | 1.2 | i | i | i | i | -8.1
O=C(CNC(=O)C1CCCCC1)NCc1ccco1 | i | i | -3.9 | 4.1 | i | -1.3 | i | i | i | i | x
CC(/C=N/Nc1nc(C)cc(=O)[nH]1)=C\c1ccccc1 | i | i | -8.8 | -2.2 | i | -5.6 | i | i | i | i | 4.4
Cc1ccc(C(=O)NC(c2ccccc2)C(Cl)Cl)cc1 (stereo not given) | i | i | -7.6 | 6.4 | i | -2.0 | i | i | i | i | -4.2
